EP2 mod – EP2 receptor modulators, cAMP readout, primary screen, cell-based, HTRF cAMP, PGE2 stimulation; Prostaglandin E2 receptor EP2 subtype (Homo sapiens), P43116; EP2-expressing cells, cAMP HTRF FRET, PGE2 co-stimulation; induction, % at 25 µM; 260,000 compounds, 0.83% hits; AID 940, 2007;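 active = compounds whose cAMP rise, as percent of the full-agonist control response, exceeds 60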;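 also: rat C6 glioma line stably carrying human EP2 under a CMV promoter; the protocol text gives 20 µM as final concentration; 100% = response of wells given 1 µM PGE2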
Target sequence (P43116 whole entry, looked up): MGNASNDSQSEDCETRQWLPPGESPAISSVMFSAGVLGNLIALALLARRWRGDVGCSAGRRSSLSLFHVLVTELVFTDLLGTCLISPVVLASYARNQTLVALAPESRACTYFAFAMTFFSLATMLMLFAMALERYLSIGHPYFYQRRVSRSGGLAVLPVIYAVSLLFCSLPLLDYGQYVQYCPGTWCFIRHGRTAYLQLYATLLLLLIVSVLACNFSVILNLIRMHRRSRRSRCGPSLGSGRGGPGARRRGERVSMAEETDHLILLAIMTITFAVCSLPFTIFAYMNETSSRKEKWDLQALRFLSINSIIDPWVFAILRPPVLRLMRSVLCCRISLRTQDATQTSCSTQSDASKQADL
Starred values were filed as active, the others as inactive. An excerpt; rates above refer to the full screens.

EP2 mod	SMILES
0	Cc1ccc(CN(CCCn2ccnc2)Cc2ccc(-n3ccnc3C)cc2)o1
-101	COCCOC(=O)c1c(C)oc2ccc(NS(=O)(=O)c3cccc4cccnc34)cc12
-20	O=C1NC2(CCN(C(=O)c3ccco3)CC2)Nc2ccccc21
30	O=C(O)c1nnsc1-c1csnn1
-14	O=C(COc1ccc(S(=O)(=O)N2CCCC2)cc1)NC1CCCC1
-38	CN1CC(=O)N(CC(=O)N2CCCCCC2)c2ccccc2C1=O
-42	COc1ccc(CNc2c(-c3cc(OC)c(OC)c(OC)c3)nc3cnccn23)cc1
1	Cc1ccc(S(=O)(=O)N2CCC(C(=O)Nc3ccc(S(N)(=O)=O)cc3)CC2)cc1
11	CC(c1ccccc1)n1c(N2CCN(C)CC2)nc2c1c(=O)[nH]c(=O)n2C (stereo unspecified)
-18	Cc1ccc(C(C)C)c(OCC(=O)N2CCCCC2)c1
6	C#CCOc1ccc(C2Nc3ccccc3C(=O)N2c2ccc(OC)cc2)cc1OC (stereo unspecified)
33	O=c1[nH]c2ccccc2cc1-c1noc(-c2ccccc2)n1
-16	COC(=O)[C@H]1CN(C(=O)c2cn(C)nc2C)C[C@@H]1c1ccc(F)cc1
-13	CC(C)C(OC(=O)c1ccc2c(c1)NC(=O)C(C)(C)O2)C(=O)NC1CCCCC1 (stereo unspecified)
25	CCSc1nc(C)c(I)c(=O)[nH]1
-21	CCOc1ccc(C(=O)C2CCN(CC(=O)Nc3ccc(Br)cc3)CC2)cc1
-30	CCCn1cc(NC(=O)[C@H]2C[C@@H](c3cccs3)NS(=O)(=O)N2C)cn1
-41	O=C(CSc1nc(C2CC2)nc2ccccc12)Nc1ccc(Cl)cc1
-12	CC(c1ccc(F)cc1)n1cc(C(=O)NCc2cccnc2)nn1 (stereo unspecified)
-34	Cc1nnc2nnc3c4ccccc4ccc3n12
-56	CCOc1ccc2[nH]c(=O)c(CN(CCN(C)C)C(=S)NCC3CCCO3)cc2c1 (stereo unspecified)
-32	COCCn1nnnc1C(c1cc2cccc(C)c2[nH]c1=O)N1CCN(c2ccc(F)cc2)CC1 (stereo unspecified)
-5	O=C(NC1CCCCC1)C1CCCN1S(=O)(=O)c1ccc(Cl)cc1 (stereo unspecified)
15	COC(=O)Cn1cnc2sc(C)c(-c3ccc(F)cc3)c2c1=O
-12	CC1CCN(c2nc3c(c(=O)[nH]2)CN(Cc2cn[nH]c2-c2cccs2)CC3)CC1
-28	CCn1c(NCc2ccccc2OC)nc2ccccc21
-2	Cc1ccc(NC(=O)C(C#N)Cc2ccncc2)c(C)c1 (stereo unspecified)
-5	CN1C(=O)c2cccc3c(S(N)(=O)=O)ccc1c23
-28	CCn1c(=O)n(CC)c2cc(CN(Cc3ccc(C)s3)CC(C)O)ccc21 (stereo unspecified)
-15	O=c1[nH]c(N2CCCC2)nc2c1CN(Cc1nnnn1CCc1ccccc1)CC2
12	Cc1c(C)n(CCC(=O)N2CCC3(CC2)NC(=O)c2ccccc2N3)c2ccccc12
4	Cc1cc2nc(C3CCCN3C(=O)c3cccc(-n4cnnn4)c3)[nH]c2cc1C (stereo unspecified)
34	Cc1nnc(SCc2ccc(Cl)cc2Cl)o1
17	NC(N)=NNC(=O)C(=O)O
-23	COC(=O)[C@H]1CN(C(=O)c2cnn(C(C)C)c2)C[C@@H]1c1ccc(F)cc1
-46	O=C(Cc1ccc(F)cc1)N1CCCC(n2nc(-c3cccs3)ccc2=O)C1 (stereo unspecified)
-15	c1csc(NC2CCCCC2)n1
-40	CCc1ccc(NC(=S)N(Cc2cccs2)Cc2cc3cccc(C)c3[nH]c2=O)cc1
-28	CCc1ccc(NC(=S)N(CCN(C)C)Cc2cc3cccc(C)c3[nH]c2=O)cc1
6	CCOc1ccc(-c2csc(NC(C)=O)n2)cc1
7	S=c1ccss1
19	O=C(O)c1cc(-c2ccccc2)nc2ccc(F)cc12
62*	CC(C)Sc1nc2c(c(=O)n(C)c(=O)n2C)n1Cc1ccccc1Cl
-5	COC(=O)c1ccc(NC(=O)COC(=O)c2ccccn2)cc1
-12	Cc1nc2cc(Cl)c(NC(=O)C3CC3)cc2c(=O)n1Cc1ccccc1
-111	Cc1ccc(-c2csc(NC(=O)C(C)C)n2)cc1
-10	O=C1NC2(CCCCC2)C(=O)N1c1ccc(F)cc1F
-56	CCC(CC)C(=O)Nc1nnc(-c2ccccc2)s1
10	Cc1ccc(C2CC3(CC(C)(C)NC(=O)N3)Oc3cc(O)ccc32)cc1 (stereo unspecified)
16	Cc1ccc(NC(=S)N(Cc2cc3c(C)ccc(C)c3[nH]c2=O)CC2CCCO2)cc1 (stereo unspecified)
6	COCCN(C(=O)c1cccs1)C(C(=O)NC1CCCCC1)c1ccc(Cl)cc1 (stereo unspecified)
-2	CCN1CCN(C(=S)NC(=O)c2cccs2)CC1
61*	CCc1cc2ccccc2nc1SCC(=O)NCCc1ccc(OC)c(OC)c1
-10	COc1ccc(NC(=O)c2ccco2)cc1NC(=O)c1cc(Cl)ccc1OC
-12	CCC(C)C(NC(=O)CCn1nc(C)cc1C)c1nc2cccnc2n1C(C)C (stereo unspecified)
-26	Cc1cc(N(C)CCO)n2nc(-c3cccs3)cc2n1
-36	N#Cc1ccc(OC(=O)c2ccc(N=C(N)N)cc2)cc1
-21	CCCC(=O)N(Cc1cc2cc(OC)ccc2[nH]c1=O)c1ccccc1OC
12	OCc1ccccc1O
12	COc1cccc(-n2c(SCC(=O)N3CCCC3)nnc2-c2ccoc2C)c1

In another format: results already given.
| structure | EP2 mod |
| --- | --- |
| Cc1c(C)n(CCC(=O)N2CCC3(CC2)NC(=O)c2ccccc2N3)c2ccccc12 | 12 |
| Cc1cc2nc(C3CCCN3C(=O)c3cccc(-n4cnnn4)c3)[nH]c2cc1C (stereo unspecified) | 4 |
| Cc1nnc(SCc2ccc(Cl)cc2Cl)o1 | 34 |
| NC(N)=NNC(=O)C(=O)O | 17 |
| COC(=O)[C@H]1CN(C(=O)c2cnn(C(C)C)c2)C[C@@H]1c1ccc(F)cc1 | -23 |
| O=C(Cc1ccc(F)cc1)N1CCCC(n2nc(-c3cccs3)ccc2=O)C1 (stereo unspecified) | -46 |
| c1csc(NC2CCCCC2)n1 | -15 |
| CCc1ccc(NC(=S)N(Cc2cccs2)Cc2cc3cccc(C)c3[nH]c2=O)cc1 | -40 |
| CCc1ccc(NC(=S)N(CCN(C)C)Cc2cc3cccc(C)c3[nH]c2=O)cc1 | -28 |
| CCOc1ccc(-c2csc(NC(C)=O)n2)cc1 | 6 |
| S=c1ccss1 | 7 |
| O=C(O)c1cc(-c2ccccc2)nc2ccc(F)cc12 | 19 |
| CC(C)Sc1nc2c(c(=O)n(C)c(=O)n2C)n1Cc1ccccc1Cl | 62* |
| COC(=O)c1ccc(NC(=O)COC(=O)c2ccccn2)cc1 | -5 |
| Cc1nc2cc(Cl)c(NC(=O)C3CC3)cc2c(=O)n1Cc1ccccc1 | -12 |

Further entries.
EP2 mod	SMILES
-123	COc1ccc(C2=NN(C(C)=O)C(c3ccc(OC)c(OC)c3)C2)c(O)c1 (stereo unspecified)
-35	O=C(c1ccc(F)cc1)N1CCCc2cc(C(O)CN3CCCC3)ccc21 (stereo unspecified)
-73	OC(CN1CCC(O)(c2ccccc2F)CC1)c1ccc(Cl)cc1 (stereo unspecified)
-115	CC1=Nc2ccccc2/C1=C/c1c(O)n(-c2ccc3c(c2)OCO3)c(=O)[nH]c1=O
-7	O=C(O)Cn1ccc([N+](=O)[O-])n1
-8	CCc1nn(CC(=O)NC2CCCCC2)c(=O)c2cc3sccc3n12
-15	Cc1ccc(NC(=O)CCSc2nc(-c3ccco3)cc(C(F)(F)F)n2)c(C)c1
11	CCCC(=O)Nc1nnc(SCC(=O)NC2CCCC2)s1
19	CCc1ccc2[nH]c(=O)c(CN(CC3CCCO3)S(=O)(=O)c3ccc(Cl)cc3)cc2c1 (stereo unspecified)
-110	COc1ccc2c(c1)C=C(/C=C/C1=CCN(C)CC1)CO2
-4	COc1ccc(C(=O)N2CCC(c3nc4c(nnn4Cc4ccc(F)cc4)c(=O)[nH]3)CC2)cc1OC
44	Cc1ccc(-c2nnn(CC(=O)N(c3ccccc3F)C(C(=O)NC(C)(C)C)c3ccco3)n2)o1 (stereo unspecified)
8	CC1CN(c2nc3c(c(=O)[nH]2)CCN(C(=O)C(C)C)C3)CC(C)O1 (stereo unspecified)
5	O=C(CSc1nnc2scc(-c3ccccc3)n12)N1CCCCC1
11	COCCn1c(SCC(=O)c2ccc(OC)cc2OC)nnc1-c1ccc(OC)cc1
20	Cc1cc(C)c(S(=O)(=O)N(CC(=O)NCc2ccccn2)C2CCCCC2)c(C)c1
-10	CC1CCN(C(=O)CSc2nc3c(c(=O)n(C)c(=O)n3C)n2Cc2ccc(F)cc2)CC1
-21	CC1=NN(C(=O)c2ccncc2)C(=O)[C@@H]1N=Nc1ccc2ccccc2c1
-5	Cn1nnc(NC(=O)COc2ccc(Cl)cc2)n1
-13	CCOCC(=O)Nc1ccc(S(=O)(=O)NCC2CCCO2)cc1 (stereo unspecified)
-49	Cc1cc(S(=O)(=O)N(C)Cc2ccccc2)ccc1-n1cnnn1
-68	O=C1NC2(CCN(CC(=O)N3CCCC4CCCCC43)CC2)Oc2ccccc21 (stereo unspecified)
-49	Cc1ccc(CC(=O)N2CCC[C@@H]2Cn2nc(-c3cccs3)ccc2=O)cc1
-26	CCOc1ccccc1-c1nnc(NC(=O)c2cnc(SC)nc2)s1
-128	O=C1NC(=O)C(=Cc2cn(CCOc3ccc(F)cc3)c3ccccc23)C(=O)N1
-16	COc1cccc(C(=O)NCCc2nc(-c3ccncc3)n[nH]2)c1
-32	Cc1cc(C)c2[nH]c(=O)c(CN(CC3CCCO3)C(=O)Nc3ccc(Cl)cc3)cc2c1 (stereo unspecified)
-37	COc1ccc(OC)c([C@@H]2CN(Cc3ccccc3)C[C@H]2NC(=O)c2cc(C)no2)c1
-40	Cc1cccc2cc(C(c3nnnn3C3CCCC3)N3CCN(C4CCCCC4)CC3)c(=O)[nH]c12 (stereo unspecified)
-31	CCC(C)c1ccc(N(CC(=O)NC(C)(C)C)C(=O)CNC(=O)c2cccs2)cc1 (stereo unspecified)
20	COCCCN1C(=O)C(=O)/C(=C(\O)c2ccc(Cl)cc2)C1c1cccc2ccccc12 (stereo unspecified)
16	Cc1cc(C)c2[nH]c(=O)c(CN(Cc3cccnc3)Cc3nnnn3C3CCCCC3)cc2c1
2	Cc1cc(-c2cncnc2C2CCN(CC(=O)N3CCCCC3)CC2)on1
-87	CCc1ccccc1NC(=O)CSc1nnnn1-c1ccc(OC)cc1OC
-56	CC(=O)Nc1ccc(-c2nc3cc(Cl)ccc3o2)cc1
-35	O=C(Cn1nnc(-c2ccc(Cl)cc2)n1)NCC1CC1
-2	COc1cccc(C(c2nnnn2CC2CCCO2)N2CCN(c3ccccc3F)CC2)c1OC (stereo unspecified)
-26	O=c1n(CN2CCCC(O)C2)nc2c3ccccc3ncn12 (stereo unspecified)
-41	Cc1ncc(-c2ccncc2)c(C2CCN(C(=O)CCn3ncc4ccccc43)CC2)n1
9	Cn1cc(-c2nnc(-c3cccc(F)c3)o2)c2ccccc21
20	CC(C)C(=O)N1CCN(Cc2nc3sc4c(c3c(=O)[nH]2)CCC(C(C)(C)C)C4)CC1 (stereo unspecified)
-7	Cc1ccc(C2(C(=O)N3CCC(n4nnc5ccccc5c4=O)CC3)CC2)cc1
-101	COc1cccc(NC(=O)CSc2nc3ccccc3c(=O)n2C)c1
-160	O=C(CN1CCC(O)(c2ccccn2)CC1)NCc1ccc2c(c1)OCO2
-67	CC[n+]1c(/C=C/c2ccc(N(C)C)cc2)ccc2cc(C)ccc21
0	CN1C2=C(C(=O)CCC2)C(c2cc(Cl)ccc2O)C2=C1CCCC2=O
5	CC(C)C1=C[C@@]23CC[C@@H]4[C@](C)(CCC[C@@]4(C)C(=O)O)[C@@H]2C[C@@H]1[C@H](C(=O)O)[C@@H]3C(=O)O
-32	CCn1c(NCc2ccc(OC)cc2)nc2ccccc21
-10	CCOCCc1c(O)nc(SCC(=O)Nc2ccccc2F)[nH]c1=O
-79	COc1cccc(CN2CCc3nc(N4CCC(C)CC4)[nH]c(=O)c3C2)c1
84*	COc1ccc2cc(C#N)c(SCC(=O)OC(C)C)nc2c1
-9	CN1CCN(C(c2ccc(N(C)C)cc2)c2nnnn2C2CCCC2)CC1 (stereo unspecified)
13	CCn1c2ccccc2c2nnc(NCCCO)nc21
-7	CCOc1ccc2[nH]c(=O)c(C(c3nnnn3C3CCCCC3)N3CCCC3)cc2c1 (stereo unspecified)
19	COc1ccc(C(=O)N2CCC(c3ccnc4ncnn34)CC2)cc1Cn1nc(C)cc1C
-6	Cc1nc2sc3c(c2c2nn(Cc4ccccn4)c(=O)n12)CCC(C)C3 (stereo unspecified)
47	CCC(C)(C)n1nnnc1C(C(C)C)N(Cc1cccs1)Cc1cc2cc(OC)ccc2[nH]c1=O (stereo unspecified)
-46	CCNc1ccc2c(C)c(I)c(=O)oc2c1I
6	Cc1ccc(NC(=O)CN2C(=O)c3cccc4cccc2c34)c(C)c1
-59	CC1CN(C(=O)Cn2nc(-c3cccs3)cc(N)c2=O)CC(C)O1 (stereo unspecified)

(next part)
EP2 mod	SMILES
17	O=C(CSc1nnc(C2CC2)n1CC1CCCO1)Nc1ccccc1Cl (stereo unspecified)
-14	Cc1nn(CC(=O)N(C)CCc2ccccn2)c(=O)c2cc3occc3n12
-41	CCNC(=S)N(Cc1cc2ccc(OC)cc2[nH]c1=O)CC1CCCO1 (stereo unspecified)
3	CN(C)CCCn1c2ccccc2c2cnccc21
-25	O=S(=O)(Nc1cccc2ncccc12)c1ccc2ccccc2c1
1	COc1ccccc1C1(O)CCCN(C(=O)CCN2Cc3ccccc3C2=O)C1 (stereo unspecified)
19	Cn1c(SCC(=O)Nc2ccccc2C(F)(F)F)nc2sc3c(c2c1=O)CCCC3

Screening data deposited in PubChem BioAssay by Emory University Molecular Libraries Screening Center.
